Source: PubChem BioAssay (several laboratories)
GLD-1 RNA inh – GLD-1-TGE RNA interaction inhibition (C. elegans); Q17339; purified GLD-1 + fluorescein TGE RNA, fluorescence polarization; inhibition, % at 5.96 µM; hit rate 0.44% among 320,000; AID 2280;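 active means percent inhibition above a per-plate cutoff, the plate mean of test compounds plus 3 SD, cut at about 30% in these data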;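 further: 0% = DMSO wells with GLD-1 and probe and 100% = wells lacking GLD-1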
MCL1 BIM primary – disrupts human MCL1 binding to BIM-BH3 peptide. GST-MCL1 / FITC-Bim-BH3 fluorescence polarization. inhibition, % at 10.9 µM. hit rate 0.68% among 320,000;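 active means inhibition above the mean inhibition of all tested compounds plus 3 SD, set per campaign, cut at about 40% in these data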;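 further: 0% = DMSO wells and 100% = unlabeled Bim-BH3 peptide control; higher means more loss of mP so more displacement of Bim peptide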
Target sequence (Q07820 whole entry, looked up): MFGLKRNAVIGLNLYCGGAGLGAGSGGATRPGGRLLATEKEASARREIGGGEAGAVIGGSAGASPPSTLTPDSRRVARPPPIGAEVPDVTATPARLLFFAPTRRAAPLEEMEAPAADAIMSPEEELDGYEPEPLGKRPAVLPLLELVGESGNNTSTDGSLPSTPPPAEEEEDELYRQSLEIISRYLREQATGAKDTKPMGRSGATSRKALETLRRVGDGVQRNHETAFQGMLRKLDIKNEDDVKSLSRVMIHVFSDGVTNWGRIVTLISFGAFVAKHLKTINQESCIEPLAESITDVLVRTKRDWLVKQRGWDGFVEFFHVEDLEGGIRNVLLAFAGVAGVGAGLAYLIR
EBNA-1 inh – blocks EBNA-1 binding to DNA; EBNA-1 DNA binding, fluorescence polarization; inhibition, % at 14.8 µM; hit rate 0.34% among 300,000; in the data active means inhibition above about 28%
Efflux pump inh – blocks antifungal efflux pumps in multiplex yeast assay | S. cerevisiae Candida pump triplex, Nile Red efflux | inhibition, % at 10 µM | hit rate 0.44% among 330,000 | AID 485275;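 active means plate passing quality check with inhibition over a set limit, or well fluorescence over plate mean plus 4 SD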;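 further: Nile Red retained in pooled yeast measured as flow cytometry median fluorescence; 0% = buffer negative control and 100% = Enniatin B positive control; higher means more Nile Red kept so more efflux inhibition; some compounds called inactive have numbers as strong as hits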
Fam108B inh – Fam108B inhibition, counter-screen for RBBP9 inhibitors | inhibition, % at 9.51 µM | hit rate 0.33% among 300,000 | recombinant Fam108B, FP-Rh probe fluorescence polarization;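 active means inhibition above the screen mean inhibition plus 3 SD, computed separately per campaign, cut at about 18% in these data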;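 further: inhibitors lower polarization as less probe binds the enzyme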
ZTA counter – ZTA (EBV) inhibition in EBNA-1 counter-screen. P03206. ZTA-DNA binding, fluorescence polarization. inhibition, % at 11 µM. hit rate 0.15% among 320,000. AID 2234; in the data active means inhibition above about 33%
Target sequence (P03206 whole entry, looked up): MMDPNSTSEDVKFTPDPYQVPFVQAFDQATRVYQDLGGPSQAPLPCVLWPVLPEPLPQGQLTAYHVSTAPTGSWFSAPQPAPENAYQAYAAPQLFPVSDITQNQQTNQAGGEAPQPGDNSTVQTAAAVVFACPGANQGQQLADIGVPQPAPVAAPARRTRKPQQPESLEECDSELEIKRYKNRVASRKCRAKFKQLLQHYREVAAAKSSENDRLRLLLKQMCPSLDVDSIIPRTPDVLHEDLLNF
BCLXL inh – blocks human Bcl-xL binding to Bim BH3 peptide | Q07817 | GST-Bcl-xL / FITC-Bim BH3 peptide fluorescence polarization | inhibition, % at 10.9 µM | hit rate 0.7% among 320,000 | AID 2129;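 active means inhibition above the mean of all tested compounds plus 3 SD, cutoff set per campaign, cut at about 30% in these data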;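 further: 0% = DMSO wells and 100% = unlabeled Bim-BH3 peptide competitor; inhibitors lower millipolarization by displacing the labeled peptide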
CR mimetic SO – yeast age-related superoxide inhibition as caloric restriction mimetic; hit rate 0.18% among 330,000; superoxide response (% of plate mean), % at 10 µM; AID 2690; S. cerevisiae aged cells, superoxide DHE fluorescence; stronger effect = lower value;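 active means superoxide response under a set limit, about three screen SD below normal, cut at about 65% in these data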;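 further: yeast aged for seven days with compound at 30 °C before DHE staining; 100% = average MFI of all compound-treated wells on the plate with controls excluded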
MEX-5 binding – C. elegans MEX-5 TCR-2 RNA binding activity | Q9XUB2 | MEX-5/FITC-TCR2 RNA binding, fluorescence polarization; stronger effect = lower value | activity score (negative = inhibition of binding), % at 10 µM | hit rate 0.38% among 300,000;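 active means inhibition past about -25% in most replicates, and total fluorescence under double the plate's negative control median, limit read from the data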;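 further: 0% = DMSO and -100% = 5 µM competing unlabeled TCR2 RNA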
* marks the source's active call; other numbers are inactive results; / = not tested or not shown. Compounds as they come. Share with any hit: about 2.3%.

1	O=C(N/N=C\c1cn[nH]c1-c1ccc(Cl)cc1)c1cccs1
2	CC(=O)N1CCN(C(=O)c2ccc(S(=O)(=O)Nc3ccccc3Cl)cc2)CC1
3	CN(C(=O)c1ccco1)c1nc(-c2ccc(Cl)cc2)cs1
4	CCCN(CCC)C(=O)c1c(NC(=O)CC)sc2c1CCCCC2
5	O=C(COc1ccc(/C=N/NS(=O)(=O)c2ccccc2)cc1)Nc1cccc(Cl)c1
6	Cc1nc(CSc2nc3[nH]ncc3c(=O)n2-c2ccccc2)cs1
7	COCCn1c(SCC(=O)c2ccccc2)nc2ccccc2c1=O
8	COc1ccc([C@H]2C=C(C(=O)O)O[C@@H](OCc3ccc(CO)cc3)C2)cc1
screen / no.	1	2	3	4	5	6	7	8
MEX-5 binding	0.2	-2.0	-0.4	-0.8	-2.7	1.6	-0.6	2.6
ZTA counter	0	10	5	14	10	5	4	3
GLD-1 RNA inh	6	2	2	6	1	-4	2	-1
Fam108B inh	-2	-2	1	3	-2	1	6	-3
BCLXL inh	2	4	3	3	-5	3	2	5
EBNA-1 inh	15	3	4	-9	0	8	-3	-10
CR mimetic SO	90	92	109	103	102	104	91	95
Efflux pump inh	-0.1	0.2	-0.2	0.0	0.0	0.0	-0.1	-0.2
MCL1 BIM primary	-1	-1	-3	6	-7	-9	2	6

Record cards (already shown). Screens in order: MEX-5 binding, ZTA counter, GLD-1 RNA inh, Fam108B inh, BCLXL inh, EBNA-1 inh, CR mimetic SO, Efflux pump inh, MCL1 BIM primary
COc1ccc([C@H]2C=C(C(=O)O)O[C@@H](OCc3ccc(CO)cc3)C2)cc1 reads 2.6, 3, -1, -3, 5, -10, 95, -0.2, 6
COCCn1c(SCC(=O)c2ccccc2)nc2ccccc2c1=O reads -0.6, 4, 2, 6, 2, -3, 91, -0.1, 2
CCCN(CCC)C(=O)c1c(NC(=O)CC)sc2c1CCCCC2 reads -0.8, 14, 6, 3, 3, -9, 103, 0.0, 6
CC(=O)N1CCN(C(=O)c2ccc(S(=O)(=O)Nc3ccccc3Cl)cc2)CC1 reads -2.0, 10, 2, -2, 4, 3, 92, 0.2, -1
Cc1nc(CSc2nc3[nH]ncc3c(=O)n2-c2ccccc2)cs1 reads 1.6, 5, -4, 1, 3, 8, 104, 0.0, -9

Further entries.
9	Cc1ccc(-n2nc(-c3ccc(N)cc3)cc2N)cc1
10	O=C(Nc1ccccc1C(=O)N1CCOCC1)c1ccc([N+](=O)[O-])cc1
11	Cc1nn(CC(=O)NCCCN2CCN(Cc3ccccc3)CC2)c(=O)c2cc(-c3ccccc3)nn12
12	C=CC[C@H]1CC(C)=C[C@H](CC=C)N1
13	O=C(Cn1nc(C(F)(F)F)c2c1CCCC2)N1CCOCC1
14	Nc1cc(=O)nc(SCC(=O)Nc2ccccc2Cl)n1-c1ccccc1
15	COc1ccc(C(=O)Nc2ccccc2C(=O)Nc2cccnc2)cc1
16	C(=N\Nc1ccc(-n2ccnc2)nn1)/c1ccccc1
screen / no.	9	10	11	12	13	14	15	16
MEX-5 binding	0.7	1.3	2.0	0.0	2.3	0.1	-2.2	-0.6
ZTA counter	5	-11	-11	0	-5	-12	13	8
GLD-1 RNA inh	-1	4	3	6	-9	6	-1	6
Fam108B inh	1	-3	-1	-3	-3	9	-2	-3
BCLXL inh	-2	4	2	16	-9	1	-3	6
EBNA-1 inh	-8	0	2	3	-16	-2	-1	-7
CR mimetic SO	106	110	93	97	142	113	107	105
Efflux pump inh	0.1	-0.1	-0.4	-0.4	0.4	0.1	0.0	0.4
MCL1 BIM primary	-8	8	-3	10	-6	4	-2	0

17	O=C(CN1C(=O)C2CCCCC2C1=O)N1CCN(c2ccccc2)CC1 (stereo not given)
18	CCOc1cc(/C=C2/N=C(c3ccc4c(c3)OCO4)OC2=O)ccc1OC(C)=O
19	CCOc1ccc(NC(=S)Nc2ccccc2C2CC2)cc1
20	CCOC(=O)/C=C1\SCC(=O)N1CC(=O)Nc1ccccc1OC(F)F
21	CC(=O)c1cccc(NC(=O)NCc2ccccn2)c1
22	O=C(NCCc1ccccc1)c1cccnc1N1CCCCCC1
23	Cc1ccc(Br)cc1S(=O)(=O)N1CCN(c2ccccc2)CC1
24	Cc1cnc(NC(=O)c2cccs2)s1
screen / no.	17	18	19	20	21	22	23	24
MEX-5 binding	1.6	/	0.6	2.7	-1.1	1.3	3.5	1.8
ZTA counter	-18	-1	1	11	5	2	16	-3
GLD-1 RNA inh	1	1	-9	-21	0	5	7	-7
Fam108B inh	-2	/	3	-3	2	-6	5	1
BCLXL inh	-2	4	4	-21	5	-4	6	-6
EBNA-1 inh	-4	/	-2	-9	-3	2	10	-8
CR mimetic SO	112	88	95	131	97	96	102	114
Efflux pump inh	-0.1	0.1	-0.2	0.7	0.1	-0.1	0.0	0.0
MCL1 BIM primary	2	8	12	-25	6	3	6	-2

In the list so far, these have an NH in an aromatic ring.
1	O=C(N/N=C\c1cn[nH]c1-c1ccc(Cl)cc1)c1cccs1
6	Cc1nc(CSc2nc3[nH]ncc3c(=O)n2-c2ccccc2)cs1
screen / no.	1	6
MEX-5 binding	0.2	1.6
ZTA counter	0	5
GLD-1 RNA inh	6	-4
Fam108B inh	-2	1
BCLXL inh	2	3
EBNA-1 inh	15	8
CR mimetic SO	90	104
Efflux pump inh	-0.1	0.0
MCL1 BIM primary	-1	-9

Next records follow.
25	Cc1ccc(C(=O)N2CCOCC2)cc1S(=O)(=O)N1CCCC1
26	OCC1(CC2CCCCO2)CCN(Cc2cccc(O)c2)CC1 (stereo not given)
27	COc1ccc(/C(C)=N/NC(=O)C(NC(=O)c2ccccc2)c2n[nH]c(=O)c3ccccc23)c(OC)c1 (stereo not given)
28	Cc1ccc(C(=O)N/N=C/C2=Cc3ccccc3OC2C)cc1 (stereo not given)
29	CCC(CC)COC(=O)C1=C(C)NC(=O)NC1c1ccc(OC)cc1 (stereo not given)
screen / no.	25	26	27	28	29
MEX-5 binding	-0.3	-0.1	-0.8	-0.1	-0.8
ZTA counter	5	2	2	-7	0
GLD-1 RNA inh	2	4	-1	0	-3
Fam108B inh	4	-1	-6	-6	3
BCLXL inh	4	5	4	-2	2
EBNA-1 inh	8	-1	7	-9	6
CR mimetic SO	88	96	99	74	106
Efflux pump inh	0.0	-0.1	0.0	1.2	-0.1
MCL1 BIM primary	4	5	1	-14	6
